aDG glyco up: activators of alpha-DG glycosylation, primary screen, uHTS, Pro5-aDG cells, AlphaScreen | 360,000 tested, 0.22% active | activation, % at 10 µM | AID 624168, 2012 | alpha-DG glycosylation AlphaScreen (IIH6); 0% Pro5, 100% B10-LARGE cell signal;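 active means activation of at least 8% versus controls, or a plate z-score of at least 8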;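 further: Pro5 are CHO cells carrying HIG-tagged alpha-DG that lacks glycosylation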
ABHD5-PLIN5 inh: ABHD5-PLIN5 interaction inhibitors, primary screen, cell lysate, split luciferase complementation, luminescence; AID 602281, 2012; Split G. princeps luciferase complementation, 4 h; inhibition, % at 4 µM; 360,000 tested, 0.78% active;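 active means inhibition above the mean inhibition across every tested compound plus 3 SD, cut at about 22% in these data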;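 further: 0% = DMSO only wells and the 100% control is not disclosed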
Glyco luc inh: increase of ERlucT glycosylation luciferase signal, primary screen, N-linked glycosylation inhibitor project, D54 ERlucT cells, luminescence, set 2. AID 588692, 2011. D54 ERlucT glycosylation luciferase reporter, 24 h; percent of 100 nM tunicamycin response. reporter increase, % at 12.5 µM. 360,000 tested, 0.23% active;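 active means mean luciferase reporter signal, scaled so untreated is 0 and the glycosylation-blocking control 100, at or above a set limit in every replicate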;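 further: luciferase carries N-glycosylation sites so blocking glycosylation raises the light; 0% = median of neutral control wells and 100% = median of 100 nM tunicamycin wells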
Granule exo inh: LAMP-1 surface exposure blockers, TALL-104 cells – cell-based, flow cytometry, MLPCN library, primary screen; TALL-104 LAMP-1 surface exposure; cells stimulated with thapsigargin and PMA; inhibition, % at 10 µM; 360,000 tested, 0.66% active; AID 651702, 2012;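 active means inhibition above about 55%, limit read from the data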
TLR9-MyD88 block: inhibitors of TLR9-MyD88 association in cells, primary screen, cell-based, CHO, BLA complementation, fluorescence | CCF4 FRET ratio | inhibition, % at 4.98 µM | 340,000 tested, 0.21% active | AID 504734, 2011;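 active means inhibition above the mean over all tested compounds plus 3 SD, cut at about 21% in these data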;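 further: 0% = DMSO only wells and 100% = clavulanate BLA inhibitor control wells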
Target sequence (Q99836 whole entry, looked up): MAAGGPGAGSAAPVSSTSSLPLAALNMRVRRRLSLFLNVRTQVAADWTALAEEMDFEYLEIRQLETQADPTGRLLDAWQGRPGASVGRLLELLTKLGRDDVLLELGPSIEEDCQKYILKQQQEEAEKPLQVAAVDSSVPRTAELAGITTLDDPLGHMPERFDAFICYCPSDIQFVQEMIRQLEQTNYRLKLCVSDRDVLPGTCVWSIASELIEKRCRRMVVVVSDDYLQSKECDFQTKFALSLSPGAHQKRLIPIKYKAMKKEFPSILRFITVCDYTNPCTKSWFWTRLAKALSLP
Target sequence (Q9NR96 whole entry, looked up): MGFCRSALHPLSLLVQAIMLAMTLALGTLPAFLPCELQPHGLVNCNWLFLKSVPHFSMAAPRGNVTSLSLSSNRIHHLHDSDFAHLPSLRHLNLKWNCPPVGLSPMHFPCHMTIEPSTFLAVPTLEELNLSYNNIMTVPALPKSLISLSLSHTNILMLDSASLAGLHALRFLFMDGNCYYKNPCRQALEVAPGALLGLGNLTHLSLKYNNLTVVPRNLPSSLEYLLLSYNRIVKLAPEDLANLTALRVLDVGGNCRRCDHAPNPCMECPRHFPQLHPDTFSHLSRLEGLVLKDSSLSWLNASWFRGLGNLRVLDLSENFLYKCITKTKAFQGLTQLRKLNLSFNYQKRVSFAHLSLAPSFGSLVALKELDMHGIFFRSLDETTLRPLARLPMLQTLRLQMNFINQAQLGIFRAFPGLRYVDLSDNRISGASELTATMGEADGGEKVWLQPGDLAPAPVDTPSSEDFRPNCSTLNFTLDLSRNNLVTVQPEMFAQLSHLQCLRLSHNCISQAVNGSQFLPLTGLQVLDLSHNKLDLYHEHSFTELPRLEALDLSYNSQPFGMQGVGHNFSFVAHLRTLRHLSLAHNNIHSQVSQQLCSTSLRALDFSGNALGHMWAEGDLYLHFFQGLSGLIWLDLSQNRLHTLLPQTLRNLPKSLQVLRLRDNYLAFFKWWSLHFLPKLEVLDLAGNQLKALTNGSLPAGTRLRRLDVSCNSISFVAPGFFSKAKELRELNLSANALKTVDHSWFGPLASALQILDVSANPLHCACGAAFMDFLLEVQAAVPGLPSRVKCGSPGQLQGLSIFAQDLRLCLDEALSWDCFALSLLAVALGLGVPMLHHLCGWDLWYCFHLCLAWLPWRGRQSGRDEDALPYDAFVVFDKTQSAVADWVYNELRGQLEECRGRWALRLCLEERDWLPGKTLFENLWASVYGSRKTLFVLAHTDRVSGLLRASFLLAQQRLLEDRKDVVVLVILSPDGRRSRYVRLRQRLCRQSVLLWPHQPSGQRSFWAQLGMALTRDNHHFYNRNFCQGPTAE
MC4R barr agon: MC4R agonists recruiting beta-arrestin, primary screen, cell-based, luminescence, agonist arm of biased-ligand search. U2OS MC4R beta-arrestin complementation; percent of melanotan II response, DMSO zero. activation, % at 8.9 µM. 360,000 tested, 0.98% active. AID 540308, 2011;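 active means activation above a per-plate cutoff, the mean activation of sample wells on that plate plus 3 SD, cut at about 8% in these data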
NOD2 RIPK2 PPI: NOD2-RIPK2 binding disruptors in cells, primary screen, fluorescence, CHO cells, BLA complementation. 360,000 tested, 0.38% active. inhibition, % at 4.98 µM. CCF4 ratio; in the data active means inhibition above about 21%;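 further: 0% = vehicle only and 100% = reference blocker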
MC4R antag cAMP: MC4R antagonists of cAMP signaling, primary screen, cell-based, TR-FRET, antagonist arm of biased-ligand search; MC4R-expressing cells, MTII-stimulated cAMP, LANCE TR-FRET; inhibition, % at 6.5 µM; 360,000 tested, 0.48% active; AID 540295, 2011;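 active means inhibition above its plate's cutoff, the mean of tested wells on that plate plus 3 SD, cut at about 29% in these data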;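 further: 0% = Melanotan II alone and 100% = Melanotan II plus saturating MCL0020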
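System: U2OS cells stably expressing human melanocortin 4 receptor (MC4R). Reagent: Melanotan II challenge after compound preincubation. Doses: 6.5 µM. Times: 30-min compound, 1-h challenge, 1-h detection, room temperature. Measured by: TR-FRET with Eu-cAMP and labeled anti-cAMP, 671 nm. Replicates: singlicate.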
Vif inh: HIV Vif self-association inhibitors, primary screen, imaging, HEK293T, single point | inhibition, % at 7.49 µM | HEK293T cells, Vif self-association by quenched fluorescence, 24 h | 340,000 tested, 0.35% active | AID 602346, 2012; in the data active means inhibition above about 50%, passing the limit was not always enough; further: some results filed as inactive read as strong as hits
ABCB6 inh 2: ABCB6 transporter inhibitors, primary screen, K562-ABCB6 cells, flow cytometry, MLPCN library; ATP-binding cassette sub-family B member 6 (Homo sapiens), Q9NP58; K562-ABCB6 porphyrin accumulation, 1 h; active compounds read low; fluorescence ratio to DMSO, % at 10 µM; 360,000 tested, 0.19% active; AID 602162, 2011;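 active means fluorescence ratio to DMSO below 75%, the collection mean minus 3 SD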;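 further: signal is porphyrin accumulated inside mitochondria; 100% equals median channel fluorescence of DMSO control wells; lower ratio means ABCB6 inhibition with less porphyrin fluorescence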
* hit, by the source's call.

What do the screens show for `Cc1noc(/C=C/c2ccco2)c1S(=O)(=O)N1CCC(C(=O)NC(C)c2ccccc2)CC1` (configuration not stated)?
aDG glyco up: 0.5; ABHD5-PLIN5 inh: 17; Glyco luc inh: -4; Granule exo inh: 4; TLR9-MyD88 block: -8; MC4R barr agon: -0.2; NOD2 RIPK2 PPI: -18; MC4R antag cAMP: 0; Vif inh: 20; ABCB6 inh 2: 100

Results for CCCC(=O)NC(c1cccs1)c1cc(Cl)c2cccnc2c1O (configuration not stated) ?
aDG glyco up: 0.4; ABHD5-PLIN5 inh: -4; Glyco luc inh: 0; Granule exo inh: 18; TLR9-MyD88 block: 12; MC4R barr agon: -5.5; NOD2 RIPK2 PPI: 12; MC4R antag cAMP: 7; Vif inh: -2; ABCB6 inh 2: 98

Results for O=[N+]([O-])c1ccc(/C=N/N/C(=N/c2ccccn2)c2ccccn2)cc1 ?
aDG glyco up: 0.1; ABHD5-PLIN5 inh: -2; Glyco luc inh: -1; Granule exo inh: -2; TLR9-MyD88 block: 2; MC4R barr agon: 1.6; NOD2 RIPK2 PPI: -9; MC4R antag cAMP: 8; Vif inh: 5; ABCB6 inh 2: 99

What do the screens show for `CCCCOc1ccccc1C(=O)NCCCC(=O)O`?
aDG glyco up: 0.2; ABHD5-PLIN5 inh: -2; Glyco luc inh: 2; Granule exo inh: 3; TLR9-MyD88 block: -4; MC4R barr agon: -0.8; NOD2 RIPK2 PPI: -4; MC4R antag cAMP: 2; Vif inh: -1; ABCB6 inh 2: 85

What do the screens show for `Cc1ccc(C(=O)OCc2nc(N)nc(Nc3ccccc3C)n2)cc1`?
aDG glyco up: 0.0; ABHD5-PLIN5 inh: -2; Glyco luc inh: 2; Granule exo inh: 4; TLR9-MyD88 block: -3; MC4R barr agon: 1.5; NOD2 RIPK2 PPI: 2; MC4R antag cAMP: 20; Vif inh: -3; ABCB6 inh 2: 99

What do the screens show for `O=C(COC(=O)c1ccc(O)cc1)Nc1nccs1`?
aDG glyco up: -0.2; ABHD5-PLIN5 inh: -3; Glyco luc inh: 2; Granule exo inh: 0; TLR9-MyD88 block: 2; MC4R barr agon: -3.3; NOD2 RIPK2 PPI: 1; MC4R antag cAMP: 4; Vif inh: 2; ABCB6 inh 2: 96

How did Clc1cc(Sc2ccc(Br)cc2)nnc1-c1ccccc1 do in these assays?
aDG glyco up: 0.0; ABHD5-PLIN5 inh: -10; Glyco luc inh: -2; Granule exo inh: 20; TLR9-MyD88 block: -13; MC4R barr agon: -2.2; NOD2 RIPK2 PPI: -5; MC4R antag cAMP: 3; Vif inh: -2; ABCB6 inh 2: 74*

What do the screens show for `O=C(NN1CCOCC1)c1c(-c2ccccc2)sc2ccccc12`?
aDG glyco up: -0.1; ABHD5-PLIN5 inh: -3; Glyco luc inh: 2; Granule exo inh: 0; TLR9-MyD88 block: -1; MC4R barr agon: -0.9; NOD2 RIPK2 PPI: 3; MC4R antag cAMP: 1; Vif inh: 2; ABCB6 inh 2: 96

How did COC(=O)c1ccc(/C=N/Nc2nc(-c3ccc(C)cc3)cs2)cc1 do in these assays?
aDG glyco up: -0.1; ABHD5-PLIN5 inh: -11; Glyco luc inh: 1; Granule exo inh: -2; TLR9-MyD88 block: 0; MC4R barr agon: -1.7; NOD2 RIPK2 PPI: 5; MC4R antag cAMP: -3; Vif inh: -1; ABCB6 inh 2: 100

What do the screens show for `CC(C)Cc1nnc(NC(=O)C2CCN(C(=O)c3ccc(Cl)cc3)CC2)s1`?
aDG glyco up: 0.1; ABHD5-PLIN5 inh: 9; Glyco luc inh: 0; Granule exo inh: 0; TLR9-MyD88 block: 3; MC4R barr agon: -0.1; NOD2 RIPK2 PPI: 4; MC4R antag cAMP: 6; Vif inh: 2; ABCB6 inh 2: 93

What do the screens show for `O=S(=O)(Nc1ccc2cn[nH]c2c1)c1ccc(Cl)cc1`?
aDG glyco up: 0.1; ABHD5-PLIN5 inh: -10; Glyco luc inh: 0; Granule exo inh: -4; TLR9-MyD88 block: -2; MC4R barr agon: -2.5; NOD2 RIPK2 PPI: 2; MC4R antag cAMP: 4; Vif inh: 2; ABCB6 inh 2: 110

How did O=C(NNC(=O)C1CCC1)c1ccc(Cl)cc1 do in these assays?
aDG glyco up: 0.0; ABHD5-PLIN5 inh: 7; Glyco luc inh: 2; Granule exo inh: -2; TLR9-MyD88 block: -13; MC4R barr agon: 1.8; NOD2 RIPK2 PPI: 3; MC4R antag cAMP: 6; Vif inh: -3; ABCB6 inh 2: 101

How did C1=Nc2ccccc2CN1c1ccccc1 do in these assays?
aDG glyco up: 0.4; ABHD5-PLIN5 inh: 5; Glyco luc inh: 1; Granule exo inh: -2; TLR9-MyD88 block: -1; MC4R barr agon: 0.8; NOD2 RIPK2 PPI: -10; MC4R antag cAMP: -4; Vif inh: 1; ABCB6 inh 2: 94

What do the screens show for `COc1ccccc1-c1noc(CCC(=O)N2CCN(c3cc(C)ccc3C)CC2)n1`?
aDG glyco up: 0.1; ABHD5-PLIN5 inh: 9; Glyco luc inh: 0; Granule exo inh: -2; TLR9-MyD88 block: -3; MC4R barr agon: 0.5; NOD2 RIPK2 PPI: -10; MC4R antag cAMP: 0; Vif inh: -9; ABCB6 inh 2: 91

How did O=[N+]([O-])c1ccc(N2CCCC2)cc1NCc1ccccc1 do in these assays?
aDG glyco up: 0.0; ABHD5-PLIN5 inh: -6; Glyco luc inh: 0; Granule exo inh: -2; TLR9-MyD88 block: -11; MC4R barr agon: 0.9; NOD2 RIPK2 PPI: 1; MC4R antag cAMP: 11; ABCB6 inh 2: 102

How did Nc1ccccc1SCC(=O)Nc1ccc2c(c1)OCO2 do in these assays?
aDG glyco up: -0.1; ABHD5-PLIN5 inh: -3; Glyco luc inh: 4; Granule exo inh: 25; TLR9-MyD88 block: 4; MC4R barr agon: -1.6; NOD2 RIPK2 PPI: -15; MC4R antag cAMP: -2; Vif inh: 9; ABCB6 inh 2: 100

Results for OCC[C@H]1C[C@H](O)[C@@H](O)[C@]2(OCc3ccccc32)O1 ?
aDG glyco up: -0.2; ABHD5-PLIN5 inh: 1; Glyco luc inh: 2; Granule exo inh: -2; TLR9-MyD88 block: 4; MC4R barr agon: -1.4; NOD2 RIPK2 PPI: -1; MC4R antag cAMP: -6; Vif inh: 4; ABCB6 inh 2: 99

What do the screens show for `CC1CCN(C(=O)CSc2nc(=O)n3ccccc3n2)CC1`?
aDG glyco up: 0.0; ABHD5-PLIN5 inh: 15; Glyco luc inh: -1; Granule exo inh: -1; TLR9-MyD88 block: 1; MC4R barr agon: -2.6; NOD2 RIPK2 PPI: 6; MC4R antag cAMP: 4; Vif inh: -16; ABCB6 inh 2: 95

Results for CC(=O)Nc1ccc(/C=C(\C#N)C(=O)NC2CCCCC2)cc1 ?
aDG glyco up: 0.3; ABHD5-PLIN5 inh: -2; Glyco luc inh: 1; Granule exo inh: -2; TLR9-MyD88 block: 4; MC4R barr agon: -1.2; NOD2 RIPK2 PPI: 1; MC4R antag cAMP: 1; Vif inh: 1; ABCB6 inh 2: 102

Results for O=C(O)c1nn2cc(CCO)cnc2c1Cl ?
aDG glyco up: 0.0; ABHD5-PLIN5 inh: -4; Glyco luc inh: 2; Granule exo inh: -6; TLR9-MyD88 block: -6; MC4R barr agon: 1.1; NOD2 RIPK2 PPI: -9; MC4R antag cAMP: 7; ABCB6 inh 2: 98

Results for CN(C)C(=O)C(OC(=O)c1ccc2c(c1)CCCC2)c1ccccc1 (configuration not stated) ?
aDG glyco up: -0.1; ABHD5-PLIN5 inh: -2; Glyco luc inh: 0; Granule exo inh: -4; TLR9-MyD88 block: -4; MC4R barr agon: -1.6; NOD2 RIPK2 PPI: -9; MC4R antag cAMP: 3; Vif inh: -3; ABCB6 inh 2: 95

Results for CC(=O)Oc1c(-c2ccco2)oc2ccccc2c1=O ?
aDG glyco up: -0.1; ABHD5-PLIN5 inh: -7; Glyco luc inh: 0; Granule exo inh: -4; TLR9-MyD88 block: 20; MC4R barr agon: -3.2; NOD2 RIPK2 PPI: 28*; MC4R antag cAMP: -4; Vif inh: -3; ABCB6 inh 2: 104

What do the screens show for `COc1ccc(OC)c(CC(=O)Nc2ccc3c(c2)c(=O)n(C)n3Cc2cccc(C(F)(F)F)c2)c1`?
aDG glyco up: 0.2; ABHD5-PLIN5 inh: -3; Glyco luc inh: 0; Granule exo inh: -10; MC4R barr agon: -0.8; NOD2 RIPK2 PPI: 6; MC4R antag cAMP: 12; Vif inh: -4; ABCB6 inh 2: 92

Results for CN(C(=O)c1ccccc1OCc1ccc(F)cc1)c1c(N)n(Cc2ccccc2)c(=O)[nH]c1=O ?
aDG glyco up: 0.2; ABHD5-PLIN5 inh: 1; Glyco luc inh: 0; Granule exo inh: -2; TLR9-MyD88 block: 0; MC4R barr agon: 0.1; NOD2 RIPK2 PPI: -1; MC4R antag cAMP: -2; Vif inh: -1; ABCB6 inh 2: 94

How did Nc1ccccc1SC(CC(=O)c1ccccc1)c1ccccc1 (configuration not stated) do in these assays?
aDG glyco up: 0.2; ABHD5-PLIN5 inh: 68*; Glyco luc inh: 1; Granule exo inh: -1; TLR9-MyD88 block: -17; MC4R barr agon: -1.8; NOD2 RIPK2 PPI: 4; MC4R antag cAMP: -3; ABCB6 inh 2: 101

Results for CC(C)(C)NC(=O)CN1CCN(C(=O)CCl)CC1 ?
aDG glyco up: 0.0; ABHD5-PLIN5 inh: -5; Glyco luc inh: 3; Granule exo inh: -3; TLR9-MyD88 block: -16; MC4R barr agon: -0.8; NOD2 RIPK2 PPI: 6; MC4R antag cAMP: 4; Vif inh: -2; ABCB6 inh 2: 96

How did C[C@@H]1[C@H]2CCCC[C@H]2CN(C(=O)OC(C)(C)C)[C@@H]1c1cn(Cc2ccccc2)c2ccc(F)cc12 do in these assays?
aDG glyco up: -0.1; ABHD5-PLIN5 inh: -2; Glyco luc inh: -6; Granule exo inh: -1; TLR9-MyD88 block: 4; MC4R barr agon: -1.2; NOD2 RIPK2 PPI: 7; MC4R antag cAMP: 6; Vif inh: 2; ABCB6 inh 2: 100

How did CSc1ccc(/C=C2\C(=N)N3N=C(CC(=O)N4CCCCC4)SC3=NC2=O)cc1 do in these assays?
aDG glyco up: 0.3; ABHD5-PLIN5 inh: 0; Glyco luc inh: 0; Granule exo inh: 0; TLR9-MyD88 block: 6; MC4R barr agon: -3.0; NOD2 RIPK2 PPI: -12; MC4R antag cAMP: -2; Vif inh: 38; ABCB6 inh 2: 99

Screens from PubChem BioAssay.

An excerpt, so the mix of outcomes need not match the whole.
